ERG-DNA inh: blocks human ERG Ets domain binding to DNA. fluorescence polarization, His-ERG Ets domain / labelled DNA. Potency, µM (highest dose often 76.9 µM), for the others: at the highest dose FP activity, negative = inhibition, actives largely listed as inhibitors. 370,000 tested, 0.028% active. AID 624246; active = well fitted inhibition curve with a large enough effect in the polarisation, with a control signal flat; inconclusive = small, poorly fitted or top-dose-only effect, or effect the other way, or a change in a side signal; inactive = no such curve, though single readings can be large or run the other way; the % refers to the polarisation;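 note: polarization taken with two DNA probes labelled with fluorescein and Texas red; potency is the fitted concentration of half-maximal effect; % of control where 0% means no effect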
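His-tagged ERG Ets domain (1 uM in the protein solution; 300mM KCl, 50mM Tris-HCl, 1mM EDTA, 1mM DTT, pH 7.5) received compound, then a probe mix of 5 nM fluorescein-DNA and 100nM Texas-615-DNA. Fluorescence polarization was read for both dyes.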
POLH inh: blocks human DNA polymerase eta activity | Q9Y253 | AID 588591 | 390,000 tested, 1.2% active | Potency, µM (titrated, usually from 114 µM), for inactives: top-dose activity change, negative = inhibition, actives largely listed as inhibitors | recombinant Pol eta, fluorescent DNA replication assay; note: potency is the fitted concentration of half-maximal effect; % is set by controls: 0 for no effect and ±100 for the full control effect
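Pol eta (10 nM) was preincubated with compounds for 15 min at room temperature, after which fluorescent replication substrate (50 nM final) was added to start the reaction. Fluorescence was read kinetically at 0 and 10 min.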
RGS4 inhibitor: human RGS4 inhibition; P49798; Transcreener GDP fluorescence polarization, RGS4-accelerated GTP hydrolysis; Potency, µM (highest dose often 114 µM), inactives show top-dose activity change, negative = inhibition, actives largely listed as inhibitors; 390,000 tested, 0.039% active; AID 504845; note: potency is the fitted concentration of half-maximal effect; % is set by controls: 0 for no effect and ±100 for the full control effect; nearly all actives have a fitted effect of over 75% in size; some results filed as inactive show a strong effect at the top dose
Target sequence (P49798 whole entry, looked up): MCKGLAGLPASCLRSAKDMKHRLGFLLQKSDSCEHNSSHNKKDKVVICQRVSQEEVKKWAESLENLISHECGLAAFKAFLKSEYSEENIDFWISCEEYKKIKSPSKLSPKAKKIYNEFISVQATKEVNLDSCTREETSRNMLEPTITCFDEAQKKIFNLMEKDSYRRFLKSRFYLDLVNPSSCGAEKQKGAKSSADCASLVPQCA
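MLSMR compounds (23 nl, pin-transferred) preincubated 10 min at room temperature with a 500nM (2x) first reagent, then RGS4 at 900nM (2x) plus Transcreener GDP mix added; fluorescence polarization (620/688 nm) read before and after 90 min at 30 °C.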
APEX1 inh: APE1 (human) endonuclease inhibition; recombinant APE1, TAMRA/BHQ-2 abasic DNA cleavage fluorescence; Potency, µM (top dose mostly 65.8 µM), for the others: at the top dose activity change, negative = inhibition, actives largely listed as inhibitors; 350,000 tested, 0.35% active;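 note: potency is the fitted concentration of half-maximal effect; plate controls were vehicle for no effect and reference inhibitor for full effect; nearly all actives have a fitted effect of over 55% in size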
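Enzyme (0.75 nM final) and test compound are incubated 15 min at room temperature before adding 50 nM quenched THF abasic-site duplex. Cleavage dequenches TAMRA, followed at 525/598 nm over three reads one minute apart.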
LDHA block: LDHA (human) enzyme inhibition; P00338; purified LDHA, NADH/diaphorase-resazurin fluorescence; hits give low values; activity change, % (values are at about 110 or 230 µM); 480,000 tested, 0.15% active; in the data active = activity change below about -30%; inconclusive = mostly about -25% to -30%;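 note: plate controls were DMSO wells for no effect and wells without enzyme for full effect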
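Resorufin fluorescence (ex540/em590), read at 0 and 20 min after diaphorase/resazurin addition, reports the NADH left after a 5 min room-temperature reaction of 2 nM human LDH5 with 0.06 mM NADH and 0.2 mM pyruvate.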
Pol beta inh: inhibitors of human DNA polymerase beta | Potency, µM (highest dose often 114 µM), inactives show at the top dose activity change, negative = inhibition, usual class: inhibitors | Pol beta primer extension/strand displacement, fluorescence kinetic | P06746 | AID 485314 | 340,000 tested, 1.3% active; note: potency is the fitted concentration of half-maximal effect; % is set by controls: 0 for no effect and ±100 for the full control effect
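Homogeneous kinetic assay of primer extension and strand displacement by 10 nM Pol beta, preincubated 15 min at room temperature with compound before 50 nM substrate (final) was added. Read at 0 and 10 min; four-parameter Hill fit.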
Anesthetic bind: candidate novel general anesthetic via apoferritin binding; 350,000 tested, 0.074% active; Potency, µM (doses to about 77.5 µM), without a hit: top-dose activity change, negative = displacement, most hits filed as inhibitors; apoferritin/1-aminoanthracene competitive binding, fluorescence; P02791; note: potency is the fitted concentration of half-maximal effect; % is set by controls: 0 for no effect and ±100 for the full control effect; nearly all actives have a fitted effect of over 20% in size
Target sequence (P02791 2-175 limits assumed): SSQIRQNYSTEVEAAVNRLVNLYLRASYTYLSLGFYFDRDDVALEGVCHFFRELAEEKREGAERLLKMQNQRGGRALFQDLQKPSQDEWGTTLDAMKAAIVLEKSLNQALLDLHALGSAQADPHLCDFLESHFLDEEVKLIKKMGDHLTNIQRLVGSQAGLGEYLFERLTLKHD
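Horse-spleen apoferritin (10 uM) in 50% saturated 1-aminoanthracene in PBS was incubated 10 min at room temperature with compound. Fluorescence (ex 380, em 535 nm) was normalized to free and bound 1-AMA, with concentration-response fitted by a four-parameter Hill equation.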
12-LOX inh: ALOX12 (human) lipoxygenase inhibition; AID 1671190; P18054; Potency, µM (highest dose often 108 µM), inactives show top-dose activity change, negative = inhibition, hits mostly inhibitors; purified 12hLO, xylenol orange hydroperoxide absorbance; 580,000 tested, 1.1% active; note: potency is the fitted concentration of half-maximal effect; % is set by controls: 0 for no effect and ±100 for the full control effect
Target sequence (P18054 whole entry, looked up): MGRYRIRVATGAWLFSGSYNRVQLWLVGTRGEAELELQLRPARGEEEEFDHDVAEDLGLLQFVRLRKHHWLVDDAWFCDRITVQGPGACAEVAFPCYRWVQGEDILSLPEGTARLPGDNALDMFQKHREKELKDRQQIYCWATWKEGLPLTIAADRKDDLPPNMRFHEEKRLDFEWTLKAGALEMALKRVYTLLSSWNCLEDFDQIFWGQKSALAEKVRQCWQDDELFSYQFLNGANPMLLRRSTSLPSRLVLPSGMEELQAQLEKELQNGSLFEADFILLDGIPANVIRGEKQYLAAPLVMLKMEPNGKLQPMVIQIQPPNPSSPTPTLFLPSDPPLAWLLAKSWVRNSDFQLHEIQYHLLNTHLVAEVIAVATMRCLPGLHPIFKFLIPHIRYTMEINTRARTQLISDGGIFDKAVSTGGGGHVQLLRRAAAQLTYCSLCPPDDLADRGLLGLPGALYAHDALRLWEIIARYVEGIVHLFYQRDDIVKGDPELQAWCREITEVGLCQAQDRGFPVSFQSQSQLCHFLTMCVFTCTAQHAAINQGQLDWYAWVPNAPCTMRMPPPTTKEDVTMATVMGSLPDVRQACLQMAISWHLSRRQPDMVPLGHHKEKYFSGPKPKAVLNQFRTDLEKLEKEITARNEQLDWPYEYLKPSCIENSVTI
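Purified human 12hLO at 150 nM in 25 mM Hepes, 0.01% Triton X-100, pH 7.0, preincubated 15 min at room temperature with compound. Reaction started with 40 uM arachidonic acid, 30 min at room temperature. Hydroperoxide measured by Fe-xylenol orange, 573/405 nm absorbance ratio.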
Pol kappa inh: blocks human DNA polymerase kappa activity; Q9UBT6; purified Pol kappa, fluorescent DNA synthesis assay, 10 min; Potency, µM (series often up to 107 µM), for the others: at the highest dose activity, negative = inhibition, usual class: inhibitors; 400,000 tested, 0.53% active; note: potency is the fitted concentration of half-maximal effect; % is set by controls: 0 for no effect and ±100 for the full control effect
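Activity was followed as the change in fluorescence between reads at 0 and 10 min after starting the reaction with 50 nM substrate. Beforehand, 10 nM polymerase had been preincubated with compound for 15 min at room temperature.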
Active calls of the source: *; ? = inconclusive; . = no result given; [ ] = another dose, or the depositor's remark. Unless noted, calls come from the whole dose curve; as a rule, active = well fitted curve in the direction sought with a large enough effect; inconclusive = small, poorly fitted or top-dose-only effect, or another doubt; inactive = no such curve, though single readings can be large; an effect the other way counts as inactive or inconclusive. Only part of the results is shown, so the mix of outcomes need not match the whole.

Every second line gives: ERG-DNA inh, POLH inh, RGS4 inhibitor, APEX1 inh, LDHA block, Pol beta inh, Anesthetic bind, 12-LOX inh, Pol kappa inh
CC(C)C(C(=O)NC(C)(C)C)N(CCN1CCOCC1)C(=O)CNS(=O)(=O)c1ccccc1 (centres undefined)
→ -6.2%, -18.8%, -16.1%, 85.3%[activator], -4.2, -1.2%, 18.1%, -7.0%, 7.4%
COc1ccc(C2C(C#N)=C(N)N(N(C)C)C3=C2C(=O)CC(C)(C)C3)cc1OC (centres undefined)
→ 4.6%, -22.2%, -3.8%, 38.4%, -2.4, 0.2%, -16.1%, 19.7%, -4.8%
CCCCCCCCCCCCCC[C@@H](O)[C@@H](O)[C@@H](N)CO
→ ., ., ., -1.0%, ., ., -5.6%, -0.8%, ?
Cc1cc(NC(=O)c2ccc(S(=O)(=O)N3CCc4ccccc43)cc2)no1
→ 6.7%, -19.7%, 8.7%[11.4 µM], -1.2%, -2.5, 50.1µM*, -20.4%, 2.5%, -2.0%[60.1 µM]
Cc1ccc(S(=O)(=O)c2nnn(CC(=O)Nc3ccccc3C)c2N)cc1
→ 8.5%, -9.3%, 4.9%, ., 0.8, ?, -2.4%, -36.8%, -31.0%
Cc1ccc(S(=O)(=O)N2CCN(CC3CC4C=CC3C4)CC2)cc1 (centres undefined)
→ 4.5%, -14.6%, -8.9%, 16.9%[12.4 µM], -22.7, 2.2%, -8.1%, ?, -19.3%
COc1ccc(NC(=O)CSc2ccc([N+](=O)[O-])cc2)cc1S(=O)(=O)N1CCOCC1
→ 3.6%, -17.3%, -52.6%, -10.4%, 1.3, ., ., ?, 7.7%
COc1cc(CNCCN(C)C)c(Br)cc1OC1CCCC1
→ 3.3%, -3.2%, 3.1%, 0.5%, -6.2, 7.5%, -4.7%, -16.9%, 1.9%
CC(C)(C)c1cc(C(=O)N/N=C/c2ccc(F)cc2)n(-c2ccccc2)n1
→ -8.0%, -21.3%, -21.4%, 2.2%, -1.1, -25.1%, -1.2%, 22.7%, 0.0%
CCCC1O[C@@H]2CC3C4CCC5=CC(=O)C=C[C@]5(C)C4C(OC(C)=O)C[C@]3(C)[C@]2(C(=O)COC(C)=O)O1 (some centres undefined)
→ -1.5%, 0.7%, -49.8%[56.9 µM], -4.0%, -3.1, 5.0%, -19.5%, 0.0%, -10.1%
COCCNC(=O)CSc1ccccc1C(=O)O
→ 6.8%, -11.1%, 13.8%, -1.2%, -3.8, -8.0%, 0.5%, -0.3%, -0.1%
CC(=O)N(Cc1cc(=O)[nH]c2ccccc12)c1ccc(C)cc1C
→ -3.9%, -20.4%, -40.1%, 20.5%, -6.0, 3.5%, 5.3%, -7.2%, 0.9%
CC(C)(C)NC(=S)N/N=C/c1cc(Br)c(O)c(Br)c1
→ 2.0%, -18.3%, -2.1%, -0.5%, 0.5, -23.3%, -4.9%, -56.2%, -9.9%
NC(=O)CN1C(=O)C(O)(CC(=O)c2ccccc2O)c2ccccc21 (centres undefined)
→ -7.8%, 11.4%, 7.5%, -4.5%, 9.7, 1.6%, 2.7%, -3.0%, -3.7%
O=C(NCCc1ccccn1)c1cc2ccccc2o1
→ -3.6%, 0.1%, 9.2%, 18.1%, -7.2, -14.5%, -2.6%, 0.6%, -6.7%
Cc1nnc(SCC(=O)N/N=C/c2cc(Cl)c(O)c(Cl)c2)s1
→ -0.8%, ?, -35.6%, 0.8%, -3.3, -6.3%, -0.8%, -14.2%, -10.8%
O=C(O)C1=C[C@@H](C2CC2)C[C@@H](OCCCCO)O1
→ -8.9%, -1.6%, -7.3%, ., -6.6, ., ., -6.1%, -10.8%
CCC(=O)Nc1nn(C)c2nc3c(C)cccc3cc12
→ -0.1%, -6.5%, -21.7%, 17.9%, -6.4, -9.6%, 54.3%[activator], -0.8%, -10.8%
CN(CC(=O)Nc1ccc(OC(F)(F)F)cc1)S(=O)(=O)c1ccc2c(c1)CCC(=O)N2
→ -4.4%, -14.9%, 5.5%, ., -0.4, 34.7%, -16.3%, -1.3%, -4.3%
Cc1c(C(=O)NCC2CCCO2)oc2c(Cl)cccc12 (centres undefined)
→ -2.2%, -2.4%, 13.9%, -9.2%, -7.8, ., ., 11.5%, -2.4%

Molecules shown so far containing a Cl atom, in the order listed:
Every second line gives: ERG-DNA inh, POLH inh, RGS4 inhibitor, APEX1 inh, LDHA block, Pol beta inh, Anesthetic bind, 12-LOX inh, Pol kappa inh
Cc1nnc(SCC(=O)N/N=C/c2cc(Cl)c(O)c(Cl)c2)s1
→ -0.8%, ?, -35.6%, 0.8%, -3.3, -6.3%, -0.8%, -14.2%, -10.8%
Cc1c(C(=O)NCC2CCCO2)oc2c(Cl)cccc12 (centres undefined)
→ -2.2%, -2.4%, 13.9%, -9.2%, -7.8, ., ., 11.5%, -2.4%

Retrieved by compound from the list above (3):
Every second line gives: ERG-DNA inh, POLH inh, RGS4 inhibitor, APEX1 inh, LDHA block, Pol beta inh, Anesthetic bind, 12-LOX inh, Pol kappa inh
Cc1nnc(SCC(=O)N/N=C/c2cc(Cl)c(O)c(Cl)c2)s1
→ -0.8%, ?, -35.6%, 0.8%, -3.3, -6.3%, -0.8%, -14.2%, -10.8%
O=C(NCCc1ccccn1)c1cc2ccccc2o1
→ -3.6%, 0.1%, 9.2%, 18.1%, -7.2, -14.5%, -2.6%, 0.6%, -6.7%
CC(=O)N(Cc1cc(=O)[nH]c2ccccc12)c1ccc(C)cc1C
→ -3.9%, -20.4%, -40.1%, 20.5%, -6.0, 3.5%, 5.3%, -7.2%, 0.9%

Carrying on:
Every second line gives: ERG-DNA inh, POLH inh, RGS4 inhibitor, APEX1 inh, LDHA block, Pol beta inh, Anesthetic bind, 12-LOX inh, Pol kappa inh
O=C(NC1CCCC1)C1CCC(CNS(=O)(=O)c2ccccc2)CC1 (centres undefined)
→ 8.7%, 4.5%, 3.0%[56.9 µM], 9.6%, -4.8, -2.5%, 16.2%, 2.6%, -4.0%
Cc1ccc(/C=N/NC(=O)c2cccs2)cc1[N+](=O)[O-]
→ 0.8%, -2.7%, 4.5%, 1.4%, -4.5, -12.5%, ?, 14.1%, -7.6%
COc1ccc(C(=O)C2CCCN(C(=O)c3ccc(F)cc3)C2)cc1OC (centres undefined)
→ -0.4%, -14.2%, -0.6%, 15.8%, -2.7, 3.4%, -12.3%, 420.1%[activator], -0.6%
CC(C)Cc1nnc(NC(=O)CCC(=O)NC2CCCCCCC2)s1
→ -11.5%, 4.9%, 11.8%, 5.6%, -9.5, 24.9%, -10.8%, 0.8%, -3.4%
Cc1ccccc1CNC(=O)C1CCCN(S(=O)(=O)N(C)c2ccc(F)cc2)C1 (centres undefined)
→ -3.3%, -19.6%, -4.5%, ., -3.0, -1.7%, -13.7%, -5.0%, -12.4%
CCN(CC)C(=O)C(=O)c1cccn1-c1cccc(OC)c1C#N
→ -15.6%, -12.8%, 16.0%, -4.4%, -4.2, -3.5%, -2.1%, 0.5%, -22.4%
COc1cccc(NC(=O)N2CCC(n3nnc4ccccc43)CC2)c1
→ -8.3%, -15.4%, -27.5%, 0.7%, 2.2, -15.9%, -23.2%, 0.0%, -13.5%
CCc1cccc(CC)c1NC(=O)NC1CCCCC1
→ ., 3.7%, -4.3%, 5.0%, -4.1, 38.5%, 0.7%, -4.1%, -4.9%
O=C(COC(=O)c1n[nH]c2ccccc12)Nc1ccccc1Br
→ 3.5%, -7.8%, -22.6%, -2.8%, -4.3, ., ., -11.5%, -1.4%
COc1ccc(C(=O)CSc2ncnc3nc[nH]c23)cc1
→ -0.8%, -0.7%, -3.3%, 1.1%, -12.5, 20.4%, -2.8%, 8.5%, -3.0%
Cc1ccc(CC(=O)NCCCc2ccccc2)cc1
→ 2.7%, 2.8%, 25.3%, 4.3%, -1.1, -0.9%, -20.3%, 0.0%, -7.0%
O=C1CCCC2=C1C(c1ccc(OS(=O)(=O)c3ccc(Cl)cc3)cc1)C1=C(CCCC1=O)O2
→ 4.1%, 0.6%, 13.9%, -5.6%, -6.6, 14.7%, -10.0%, -19.6%, -4.0%
Cc1noc(C)c1CSc1nnc2n(-c3ccccc3)c(=O)c3ccccc3n12
→ -0.9%, -1.5%, -10.2%, ., -9.3, ., ., 0.0%, -7.3%
CC(=O)N/C(=C\c1ccc(F)cc1)C(=O)NC(Cc1ccccc1)C(=O)O (centres undefined)
→ 6.8%, -20.4%, -12.5%, -1.0%, -1.2, 1.2%, 5.8%, 2.6%, 4.5%
Cc1nn(-c2ccccc2)c2c1C(c1ccc(Cl)cc1)N(c1ccccc1)C(=O)N2 (centres undefined)
→ 1.6%, ?, 7.0%, -8.0%, -3.5, -20.2%, -5.9%, -0.1%, -17.8%
CCCCn1c(N)c(N(CCOC)C(=O)COC(=O)c2ccccc2OCC)c(=O)[nH]c1=O
→ -15.8%, -5.0%, 33.6%, 24.1%, -3.7, 16.2%, -3.0%, 3.8%, -4.9%
